# TLR4-MyD88 BLA: blocks binding of human TLR4 to MyD88. O00206+Q99836. HeLa CL3-4 TLR4/MyD88 BLA complementation, FRET ratio. inhibition, % at 8.4 µM. hit rate 0.18% among 200,000. AID 861; in the data active = inhibition above about 25%;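 note: 0% = vehicle and 100% = reference inhibitor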
# Target sequence (O00206 whole entry, looked up): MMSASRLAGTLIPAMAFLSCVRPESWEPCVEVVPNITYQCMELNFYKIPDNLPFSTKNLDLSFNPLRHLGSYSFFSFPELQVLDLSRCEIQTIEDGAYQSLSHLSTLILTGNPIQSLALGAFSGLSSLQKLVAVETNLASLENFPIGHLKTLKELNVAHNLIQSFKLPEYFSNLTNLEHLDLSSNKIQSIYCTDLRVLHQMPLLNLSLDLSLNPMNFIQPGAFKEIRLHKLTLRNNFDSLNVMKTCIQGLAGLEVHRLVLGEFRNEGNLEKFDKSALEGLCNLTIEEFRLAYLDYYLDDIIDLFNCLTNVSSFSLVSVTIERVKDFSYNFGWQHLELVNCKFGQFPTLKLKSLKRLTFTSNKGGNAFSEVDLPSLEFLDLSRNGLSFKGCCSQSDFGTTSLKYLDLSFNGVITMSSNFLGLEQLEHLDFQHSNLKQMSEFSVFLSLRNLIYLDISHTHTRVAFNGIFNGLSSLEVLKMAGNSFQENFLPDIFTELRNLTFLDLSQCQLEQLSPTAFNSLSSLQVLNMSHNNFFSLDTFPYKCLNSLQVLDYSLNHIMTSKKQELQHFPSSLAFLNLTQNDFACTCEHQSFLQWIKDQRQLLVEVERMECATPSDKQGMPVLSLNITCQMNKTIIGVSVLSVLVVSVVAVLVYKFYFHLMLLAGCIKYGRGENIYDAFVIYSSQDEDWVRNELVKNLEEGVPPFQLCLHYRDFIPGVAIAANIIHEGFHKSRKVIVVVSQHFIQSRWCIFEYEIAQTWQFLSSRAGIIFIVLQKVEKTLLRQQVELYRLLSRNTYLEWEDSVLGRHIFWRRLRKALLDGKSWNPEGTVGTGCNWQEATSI
# Target sequence (Q99836 whole entry, looked up): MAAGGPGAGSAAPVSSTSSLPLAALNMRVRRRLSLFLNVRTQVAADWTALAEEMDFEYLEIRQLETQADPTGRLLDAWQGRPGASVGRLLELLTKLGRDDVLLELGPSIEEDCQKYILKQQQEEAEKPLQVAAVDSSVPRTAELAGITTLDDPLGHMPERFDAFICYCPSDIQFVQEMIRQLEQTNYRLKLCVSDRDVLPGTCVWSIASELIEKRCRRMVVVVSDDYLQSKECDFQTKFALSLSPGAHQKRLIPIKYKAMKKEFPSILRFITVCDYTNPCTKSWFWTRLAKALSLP
# Hsp70 activator: Hsp70 transcriptional activation, primary screen; HeLa Hsp70 promoter luciferase reporter, luminescence; scaled: vehicle 0, proteasome-inhibitor control 100%; activation, % at 10 µM; hit rate 0.04% among 200,000; AID 1203;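 active = activation above the mean across all tested compounds plus 3 SD, cutoff set per campaign, cut at about 5.5% in these data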;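 note: 100% = MG132 at 30 µM as the positive control and 0% = DMSO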
# APP 5'UTR act: activates APP 5'UTR luciferase reporter | hit rate 1% among 190,000 | activation, % at 2 µM | AID 1276 | SH-SY5Y APP 5'UTR luciferase reporter, luminescence; zero percent = DMSO vehicle wells;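 active = activation above a set limit, based on mean plus 3 SD of controls, cut at about 140% in these data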; note: values of inactives mirror those of a sister screen read the other way
# HMGR II inh: inhibitors of class II HMG-CoA reductase from Enterococcus faecalis. purified E. faecalis HMGR, NADPH absorbance 340 nm kinetic. inhibition, % at 10 µM. hit rate 0.41% among 190,000. AID 1066;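 active = inhibition above a set limit, the median over all tested compounds plus 3 SD, cut at about 9.5% in these data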;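 note: enzyme runs in reverse so mevalonate oxidation gives rising NADPH absorbance; 0% = complete reaction with DMSO and 100% = background rate lacking mevalonate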
# STAT3 inh: STAT3 signaling inhibition | U3A cells, IL-6 STAT3-luciferase reporter, luminescence; host cell line lacks STAT1 | inhibition, % at 5.5 µM | hit rate 0.89% among 190,000 | AID 862;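 active = inhibition above the mean inhibition across all screened compounds plus 3 SD, cut at about 44% in these data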;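 note: 0% = DMSO only wells and 100% = 100 µM nifuroxazide control wells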
# Redox H2O2 prof: compounds producing H2O2 with reducing agent – biochemical, NIH compound library profiling, artefact control for MLSCN library redox annotation, primary screen; activation, % at 10 µM; hit rate 0.03% among 200,000; AID 878; DTT-dependent redox cycling H2O2, phenol red/HRP absorbance; 100% = 100 µM peroxide control, 0% = buffer;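 active = activation of at least 50% relative to the plate's high and low controls in the primary single-dose screen; inactive = activation below 50%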;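 note: compound incubated with DTT at 0.8 mM final as the reducing agent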
# STAT1 inh: STAT1 signaling inhibition; NIH 3T3 STAT1-luciferase reporter, IFN-gamma, luminescence; inhibition, % at 5.5 µM; hit rate 0.35% among 200,000; AID 920;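 active = inhibition above a set limit, the mean inhibition across all tested compounds plus 3 SD, cut at about 34% in these data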;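 note: 0% = IFN-gamma with DMSO and 100% = IFN-gamma with 300 µM nifuroxazide; values of inactives mirror those of a sister screen read the other way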
# STAT1 act: increases IFN-gamma driven STAT1 reporter signal. activation (% of control), % at 5.5 µM. NIH 3T3 STAT1-luciferase reporter, luminescence; 100% = IFN-gamma alone, no compound. hit rate 2.6% among 200,000. AID 932;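 active = activation above the screen-wide mean activation plus 3 SD, cut at about 130% in these data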;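 note: raw ratio to IFN-gamma control signal so 100% means no change and 0% no light; values of inactives mirror those of a sister screen read the other way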
# STAT3 activator: STAT3 signaling activation. U3A cells, IL-6 STAT3-luciferase reporter, luminescence; 100% = signal with IL-6 EC80 alone. activation (% of control), % at 5.6 µM. hit rate 0.91% among 190,000. AID 871;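 active = activation above the screen-wide mean of compound activation plus 3 SD, cut at about 130% in these data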;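 note: 0% = background luminescence of wells with medium and substrate only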
#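 Test system: STAT3-luciferase reporter U3A cells; Detection: reporter luminescence signal; Times: 1 h compound pre-exposure, 6 h IL-6 stimulation, 37 °C; Benchmarks: IL-6-only high control; Also added: IL-6 stimulus at 33 ng/mL final.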
# NF-kB neuron act: NF-kB expression increase, human neuronal cells | NF-kB reporter expression; active compounds read high | fold change at 12.5 µM | hit rate 1.6% among 190,000 | AID 1239; in the data active = fold change above about 3.3
# * hit, by the source's call; x = no result given. Hits appear at their usual frequency (roughly 5.6% active in at least one column).
SMILES,TLR4-MyD88 BLA,Hsp70 activator,APP 5'UTR act,HMGR II inh,STAT3 inh,Redox H2O2 prof,STAT1 inh,STAT1 act,STAT3 activator,NF-kB neuron act
Cc1cc(N2CCC(C(=O)NC3CC3)CC2)nc(-c2ccccc2)n1,-1,-0.2,4,2,4,-0.4,1,99,101,1.1
Nc1c(NCCC2=CCCCC2)c(=O)[nH]c(=O)n1Cc1ccccc1,4,-0.3,-5,0,-5,1.6,-2,102,106,1.1
Cc1ccc2[nH]c(=O)c(CN(CCCO)S(=O)(=O)c3c(C)ccc4nsnc34)cc2c1,-9,0.2,3,5,3,0.7,1,99,103,0.97
CCOc1cccc(NC(=O)C2CC(=O)N(C)C(=Nc3ccccc3)S2)c1 (configuration not stated),-15,-0.1,-13,-8,2,7.2,3,98,101,1
O=C(O)C1CC=CCC1C(=O)Nc1cccc(F)c1 (configuration not stated),-2,0.2,26,-3,4,0.1,5,95,100,1.1
O=C(O)CC(CC(=O)Nc1nncs1)c1ccccc1 (configuration not stated),-4,-0.2,-3,-3,6,-0.1,-4,103,98,0.88
COCC(C)NC(=O)c1cc(-c2ccccc2OC)on1 (configuration not stated),-11,0.1,28,0,19,-0.3,-16,115,87,1.6
Cc1[nH]c(=O)[nH]c(=O)c1S(=O)(=O)NCCc1ccc(S(N)(=O)=O)cc1,-1,-0.2,8,-13,2,-1.0,-2,104,102,0.89
O=C(CCN1C(=O)/C(=C\c2cccs2)SC1=S)Nc1ccccn1,0,-0.2,-6,-2,6,0.0,4,96,97,0.73
Cc1nn(C)c(C)c1/C=N/NC(=O)CCn1nc(C)c([N+](=O)[O-])c1C,-4,-0.4,-4,-6,0,0.5,3,98,96,1
CCn1c(N2CCN(C(=S)NCC(C)C)CC2)nc2ccccc21,6,-0.1,25,5,35,-3.2,6,94,78,0.9
CCOc1cc(S(=O)(=O)Nc2ccccc2CC)ccc1Cl,4,-0.1,-6,0,-5,-2.7,1,99,106,0.81
CC1CCCC/C1=N\NC(=S)Nc1cccnc1 (configuration not stated),0,-0.3,26,6,5,0.7,-4,102,97,4.9*
Cn1cnc([N+](=O)[O-])c1Oc1cccc2ccccc12,-14,-0.2,10,-6,-8,0.1,3,97,104,1.9
CCc1nc(SCC(=O)NNC(=O)C2CCCCC2)c2ccccc2n1,6,0.5,20,-2,22,2.2,4,96,91,1.1
COc1ccc(C(C)=O)c(OC(=O)c2ccc(OC)c(OC)c2)c1,-8,-0.1,6,-4,-2,3.1,2,98,105,1.1
COc1ccccc1CCNC(=O)Nc1cccc([N+](=O)[O-])c1,-3,-0.2,12,2,18,0.7,5,94,89,0.78
COCCCN1C(=O)c2[nH]nc(-c3ccccc3O)c2C1c1cccc(Cl)c1 (configuration not stated),0,0.1,-6,-5,5,2.1,1,99,98,0.79
COc1ccc(C(=O)Nn2c(C3CCC3)nc3ccccc3c2=O)c(OC)c1,9,-0.1,-3,-1,6,0.1,4,96,97,0.89
Cc1cccc(C(=O)OC(C)CN2CCN(C)CC2)c1 (configuration not stated),7,-0.1,18,-5,7,-1.0,-22,121,99,0.75
COc1ccc(/C=N/n2c(SC)nnc(C(C)(C)C)c2=O)c(OC)c1,-1,-0.3,-16,1,3,5.5,2,98,101,1.1
Cc1ccc(NC(=O)C(=O)NCCN2CCN(S(=O)(=O)c3ccccc3)CC2)cc1C,-7,-0.1,1,6,12,-0.6,7,93,91,0.91
COc1ccc(CN(CCN2CCOCC2)C(=O)c2c(F)cccc2F)cc1OC,-7,-0.1,2,-2,10,2.3,-3,103,94,0.9
O=[N+]([O-])c1cccnc1-n1cnc2ccccc21,2,-0.2,2,1,2,-0.1,2,99,103,1.1
Cc1nn(-c2ccccc2)c2c1C(=O)N(c1ccccc1)C(=O)C(C)(C)C2,8,-0.5,-17,x,10,-4.5,6,94,94,1.1
CN(C)C=Nc1ccc2nn(-c3ccccc3)nc2c1,-2,-0.2,79,4,19,-0.5,-71,165*,86,5.6*
Fc1ccc(CN2CCN3CCCC3C2C2CCCCC2)cc1F (configuration not stated),3,-0.3,2,1,-3,17,4,97,103,0.92
O=C(c1cccc(N2C(=O)C3CC=CCC3C2=O)c1)N1CCN(c2ccccc2)CC1 (configuration not stated),-3,-0.4,4,2,7,-2.3,12,89,97,1.3
COC(=O)C(C)n1cnc2c(nnn2-c2ccc(OC)cc2)c1=O (configuration not stated),-1,0.6,-7,14*,4,0.0,-11,110,100,1.1
COc1ccccc1CN1CCNC(=O)C1CC(=O)O (configuration not stated),3,-0.4,1,-1,0,0.1,2,97,103,1.1

# Entries of single compounds, looked up by structure.
# Cc1ccc(NC(=O)C(=O)NCCN2CCN(S(=O)(=O)c3ccccc3)CC2)cc1C is entered as TLR4-MyD88 BLA = -7; Hsp70 activator = -0.1; APP 5'UTR act = 1; HMGR II inh = 6; STAT3 inh = 12; Redox H2O2 prof = -0.6; STAT1 inh = 7; STAT1 act = 93; STAT3 activator = 91; NF-kB neuron act = 0.91
# O=C(O)CC(CC(=O)Nc1nncs1)c1ccccc1 (configuration not stated) is entered as TLR4-MyD88 BLA = -4; Hsp70 activator = -0.2; APP 5'UTR act = -3; HMGR II inh = -3; STAT3 inh = 6; Redox H2O2 prof = -0.1; STAT1 inh = -4; STAT1 act = 103; STAT3 activator = 98; NF-kB neuron act = 0.88

# Next part:
SMILES,TLR4-MyD88 BLA,Hsp70 activator,APP 5'UTR act,HMGR II inh,STAT3 inh,Redox H2O2 prof,STAT1 inh,STAT1 act,STAT3 activator,NF-kB neuron act
Cc1ccc(NC(=O)C(=O)NCCc2c[nH]c3ccccc23)c(C)c1,-2,0.0,5,-4,17,0.0,-1,100,95,1.2
CCOc1ccc(OCCNC2CCCC2)cc1,-1,-0.3,-2,-8,-14,0.1,2,99,112,0.97
CCN(CC)CCOC(c1ccccc1)c1ccc(C)cc1 (configuration not stated),1,-0.4,-2,1,-2,-0.1,4,96,104,1.1
CCOC(=O)CSc1nc2c(sc3ccccc32)c(=O)n1CCCN1CCOCC1,1,-0.4,4,0,8,7.7,-3,103,93,0.69
COc1ccccc1NC(=S)N1CCC(NC(=O)c2ccco2)CC1,8,-0.2,-13,-4,-1,0.5,9,92,106,1.2
COc1cc(OC)cc(C(=O)N[C@H](C(=O)OCC(=O)Nc2ccc(C(C)C)cc2)C(C)C)c1,2,-0.4,-1,-9,-7,0.3,-10,109,112,1.1
Cc1ccccc1CCN(C(=O)Cn1nnc2ccccc21)C(C(=O)NC(C)(C)C)c1ccsc1 (configuration not stated),13,-0.3,0,0,7,2.3,-7,106,99,1.1
COC(=O)c1ccc(OC(=O)c2ccc(OC)c(OC)c2)c(OC)c1,-7,-0.3,-1,2,7,1.4,6,95,98,1.4
O=C(COC(=O)c1cc(=O)[nH]c(=O)[nH]1)Nc1cccc(S(=O)(=O)N2CCOCC2)c1,-20,-0.1,-8,-2,8,-0.7,-10,108,98,x
c1ccc2c(SCc3cn4ccccc4n3)nncc2c1,-11,0.1,10,1,3,1.3,-13,109,103,1.7
O=C(/C=C/c1ccccc1)NCCCNC(=O)/C=C/c1ccccc1,6,-0.2,6,-9,6,-0.9,6,94,99,1.2
COc1ccc(-c2ccc(C#N)c(OC(=O)c3c(Cl)cccc3Cl)n2)cc1,8,-0.1,x,5,4,1.6,0,100,97,1.1
CCN(CC)C(=O)Cn1cc(C(=O)C(=O)N2CCCc3ccccc32)c2ccccc21,-8,-0.3,10,0,-4,-1.1,-5,103,107,0.97
COc1ccc(OC)c(-c2cc(C(=O)Nc3cc(C)n(Cc4ccc(Cl)cc4)n3)no2)c1,-4,0.0,9,0,-15,0.3,-5,105,114,0.87
O=C(COc1ncnc2ccccc12)Nc1cccc([N+](=O)[O-])c1,-20,-0.4,-8,-6,10,-0.5,-3,101,95,1.1
CCOc1ccccc1C(=O)N1CCN(c2cccc(Cl)c2)CC1,3,0.2,-94,1,-25,1.5,-5,105,122,4*
CN1CCCN(Cc2ccccc2C(F)(F)F)CC1,2,-0.1,2,-2,8,-1.3,7,95,97,1.3
CCOC(=O)N1CCN(C(=O)c2ccc(CNS(=O)(=O)c3ccc(C)cc3)cc2)CC1,12,-0.2,8,-1,6,-0.3,0,100,101,0.9
CC1=NN(Cc2ccccc2)C(=O)C1C(c1ccccc1)C(C#N)C#N (configuration not stated),-3,-0.3,10,-7,4,2.0,5,96,103,0.94
C[C@H](NC(=O)c1nc[nH]c1C(=O)N[C@@H](C)c1ccccc1)C(=O)OC(C)(C)C,7,-0.2,19,-4,x,-0.2,6,96,x,0.9
CC(C)(C)c1ccc(OCc2nnc(SCC(N)=O)n2N)cc1,9,-0.2,-16,-1,3,-1.2,-2,101,99,1.3
Cc1n[nH]c(C)c1N=Nc1ccc(Br)cc1,6,-0.2,-6,1,3,-2.0,-20,118,101,1.1
Cc1ccc(S(=O)(=O)N(CC(=O)N/N=C\c2cccs2)c2cccc3cccnc23)cc1,4,0.0,5,6,-1,0.3,-2,102,99,1.1
Cc1ccccc1NC(=S)N(CCN(C)C)C(C)c1cccnc1 (configuration not stated),-1,-0.2,1,-5,10,-0.3,-4,102,97,1.2
COc1ccc(CCNC(=O)COc2ncnc3cc([N+](=O)[O-])ccc23)cc1,7,-0.3,-25,-5,4,0.5,12,89,93,1
O=C(NCCCn1cccn1)c1cc(COc2ccc(F)cc2Cl)on1,-14,-0.2,22,0,4,-0.8,-12,109,101,1.5
O=C(NCc1cccs1)C1CCN(S(=O)(=O)c2cccc3cccnc23)CC1,x,x,5,-7,x,-2.4,x,x,x,1
Cn1c(SCc2ccccc2)nnc1-c1ccc2c(c1)OCO2,-8,0.4,36,-5,0,-0.1,-28,126,102,2.3
CC(=O)Nc1cccc(NC(=O)C2CCCN2C(=O)Nc2cccc(C)c2)c1 (configuration not stated),6,-0.2,8,-4,-4,1.9,-3,103,106,0.93
c1ccc(Oc2cccc(CN3CCOCC3)c2)cc1,-6,0.0,-21,0,11,0.5,2,98,94,1.1
COc1ccc(OC)c(NC(=O)CN2CCC(C(=O)c3ccc(C)cc3)CC2)c1,-5,-0.4,4,-3,-6,-1.4,-2,102,108,0.77
O=C(CCc1nnc(-c2ccccc2)o1)NCC1CCN(C2CCCC2)CC1,1,-0.1,13,-6,11,1.0,1,98,100,1.1
CCC(Sc1ncccc1C(=O)OCCN1CCCC1=O)C(=O)NCc1ccco1 (configuration not stated),-7,-0.3,14,-1,-1,-0.1,7,94,105,1
CNC(=O)COC(=O)c1cc(SC)ccc1Cl,1,0.0,10,-10,7,0.2,-6,102,98,1
O=C(Nc1c(C(=O)NCc2ccco2)cnn1-c1ccccc1)c1cccc(F)c1,-8,-0.3,30,-2,5,0.1,-3,101,101,1.1
C/C(=N\NC(=O)c1cccc([N+](=O)[O-])c1)c1cccc(NC(=O)C2CC2)c1,12,-0.3,4,5,-2,-0.1,0,98,104,1.1
NC(=Nc1ccc(Cl)cc1)c1ccccc1,8,-0.3,39,-1,1,-1.6,-9,106,101,1.7
COc1ccccc1N1CCN(C(=O)CCCN2C(=O)c3cccc4cccc(c34)C2=O)CC1,5,-0.2,8,-9,4,0.6,-13,112,93,0.42
CCN(CC)CC(=O)Nc1ccc([N+](=O)[O-])cc1,0,-0.1,14,-5,6,-2.0,5,95,97,0.96
